# High-throughput results: PubChem, National Center for Advancing Translational Sciences (NCATS)
# GRP78 ERSR act: qHTS for Inducers of the Endoplasmic Reticulum Stress Response (ERSR) in Human Glioma: qHTS; U87-MG GRP78 promoter luciferase reporter, 16 h; Potency, µM, inactives show at the highest dose activation, most hits filed as activators; hit rate 0.02% among 420,000; AID 602332, 2012; also: potency is read from the fitted curve at half-maximal effect; series mostly up to about 76 µM; % of control where 0% means no effect; nearly all actives have a fitted effect of over 35% in size
#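 Stably transfected U87-MG human glioma cells carrying a GRP78-based luminescent sensor were seeded at 1000 cells/well, pin-dosed with compounds and incubated 16 h. Luciferase reagent was then added, and end-point luminescence was read after 10 min at room temperature.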
# ERG-DNA inh: qHTS for Small Molecule Inhibitors of the ERG Ets/DNA interaction; AID 624246, 2012; Transcriptional regulator ERG (Homo sapiens), P11308; hit rate 0.028% among 370,000; fluorescence polarization, His-ERG Ets domain / labelled DNA; Potency, µM (series often up to 76.9 µM), without a hit: at the top dose FP activity, negative = inhibition, hits mostly inhibitors; active = well fitted inhibition curve with a large enough effect in the polarisation, with a control signal flat; inconclusive = small, poorly fitted or top-dose-only effect, or effect the other way, or a change in a side signal; inactive = no such curve, though single readings can be large or run the other way; the % refers to the polarisation;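 also: polarization taken with two DNA probes labelled with fluorescein and Texas red; potency is read from the fitted curve at half-maximal effect; % of control where 0% means no effect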
#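 His-tagged ERG Ets domain (1 uM in the protein solution; 300mM KCl, 50mM Tris-HCl, 1mM EDTA, 1mM DTT, pH 7.5) received compound, then a probe mix of 5 nM fluorescein-DNA and 100nM Texas-615-DNA. Fluorescence polarization was read for both dyes.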
# D2 ag: HTS Assay for Allosteric Agonists of the Human D2 Dopamine Receptor: Primary Screen for Agonists | activation, % at 2 µM | hit rate 0.53% among 340,000 | HEK293 T-REx D2 cells, calcium flux agonist mode;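 active = activation over 3 SD above normal in the single-dose calcium agonist read, cut at about 30% in these data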; also: 0% is about no effect
#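 Tetracycline-induced HEK293 Trex cells with D2 receptor force-coupled to calcium signaling, plated overnight at 30 C and loaded with no-wash calcium dye. Calcium flux read kinetically for 180 s after compound addition; responses flag agonists.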
# LDHA block: qHTS assay for inhibitors of human lactate dehydrogenase. hit rate 0.15% among 480,000. L-lactate dehydrogenase A chain (Homo sapiens), P00338. purified LDHA, NADH/diaphorase-resazurin fluorescence; active compounds read low. AID 1347041, 2019. activity change, % (values are at about 110 or 230 µM); in the data active = activity change below about -30%; inconclusive = mostly about -25% to -30%;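 also: plate controls were DMSO wells for no effect and wells without enzyme for full effect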
#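 LDH5 2 nM; NADH 0.06 mM, pyruvate 0.2 mM; 200 mM Tris pH 7.4, EDTA, Tween-20; 5 min RT. Detection: diaphorase 0.133 mg/mL + resazurin 37 µM, fluorescence ex540/em590 at 0 and 20 min; normalized to enzyme-free and DMSO wells.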
# Vif-A3F inh: qHTS for Inhibitors of Vif-A3F Interactions: qHTS. HeLa A3F-eYFP + Vif (tagged APOBEC3F with the HIV-1 protein that degrades it), YFP fluorescence increase. hit rate 0.2% among 390,000. Potency, µM (highest dose often 46.1 µM), for inactives: at the top dose activity, negative = active. AID 602313, 2012; also: potency is read from the fitted curve at half-maximal effect; % of control where 0% means no effect; nearly all actives have a fitted effect of over 65% in size
#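 HeLa cells stably expressing Vif plus C-terminally eYFP-tagged A3F were seeded, incubated overnight at 37 deg C, dosed with compound, incubated overnight again at 37 deg C. Yellow fluorescence (Ex 488/Em 500-530) reported blocked Vif-mediated A3F-eYFP degradation.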
# Vif-A3G inh: qHTS for Inhibitors of Vif-A3G Interactions: qHTS | DNA dC->dU-editing enzyme APOBEC-3G (Homo sapiens), Q9HC16 | HeLa A3G-eYFP + Vif (tagged APOBEC3G with the HIV-1 protein that degrades it), YFP fluorescence, overnight | Potency, µM (series often up to 46.1 µM), without a hit: top-dose activity, negative = active, actives largely listed as inhibitors | hit rate 0.076% among 410,000 | AID 602310, 2012;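 also: potency is read from the fitted curve at half-maximal effect; % is scaled to controls: 0 for no effect and ±100 for the full control effect; nearly all actives have a fitted effect of over 60% in size; hits raise eYFP signal because A3G escapes Vif-driven loss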
#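 Read-out is eYFP fluorescence (Ex 488/Em 500-530) from Vif-expressing HeLa A3G-eYFP cells; more signal means A3G escaped Vif-mediated degradation. Cells plated overnight, compound pinned in, incubated overnight at 37 deg C.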
# ALOX12 inh: Primary qHTS assay for inhibitors of human arachidonate 12S-lipoxygenase (ALOX12): Round 2; Polyunsaturated fatty acid lipoxygenase ALOX12 (Homo sapiens), P18054; purified 12hLO, xylenol orange hydroperoxide absorbance; Potency, µM (highest dose often 108 µM), for the others: top-dose activity change, negative = inhibition, actives largely listed as inhibitors; hit rate 1.1% among 580,000; also: potency is read from the fitted curve at half-maximal effect; % is scaled to controls: 0 for no effect and ±100 for the full control effect
# Target sequence (P18054 whole entry, looked up): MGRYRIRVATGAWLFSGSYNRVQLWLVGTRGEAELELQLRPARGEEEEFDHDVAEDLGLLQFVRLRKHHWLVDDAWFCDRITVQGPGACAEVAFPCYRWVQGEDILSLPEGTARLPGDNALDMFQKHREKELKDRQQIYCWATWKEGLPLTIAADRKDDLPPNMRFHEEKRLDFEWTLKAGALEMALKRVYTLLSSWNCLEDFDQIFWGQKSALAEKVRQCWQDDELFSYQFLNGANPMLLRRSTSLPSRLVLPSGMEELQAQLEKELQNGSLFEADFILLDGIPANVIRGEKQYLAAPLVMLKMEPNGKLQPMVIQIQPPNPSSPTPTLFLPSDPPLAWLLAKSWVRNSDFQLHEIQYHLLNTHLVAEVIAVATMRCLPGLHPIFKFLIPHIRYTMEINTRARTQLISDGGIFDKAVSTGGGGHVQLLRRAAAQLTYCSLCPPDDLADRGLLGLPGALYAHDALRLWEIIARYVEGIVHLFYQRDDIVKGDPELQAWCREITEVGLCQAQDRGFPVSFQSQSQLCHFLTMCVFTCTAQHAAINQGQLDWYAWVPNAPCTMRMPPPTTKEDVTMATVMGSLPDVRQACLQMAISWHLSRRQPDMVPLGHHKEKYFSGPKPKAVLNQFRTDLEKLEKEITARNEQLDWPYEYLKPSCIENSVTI
#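 Hydroperoxide product was detected by ferrous iron/xylenol orange as the 573 to 405 nm absorbance ratio. Arachidonic acid at 40 uM (final) was turned over for 30 min at room temperature by 150 nM human 12hLO, pH 7.0 Hepes buffer, after 15 min compound preincubation.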
# D2 antagonist: HTS Assay for Allosteric Antagonists of the Human D2 Dopamine Receptor: Primary Screen for Antagonists. D(2) dopamine receptor (Homo sapiens), P14416. HEK293 TREx D2 cells, calcium flux, dopamine EC80. inhibition, % at 10 µM. hit rate 2% among 340,000. AID 485344, 2010; in the data active = inhibition above about 30%; also: 0% is about no effect
#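 Read-out: kinetic calcium fluorescence (1 cycle/s) in inducible HEK293 T-REx D2 cells after an EC80 dopamine addition that followed 180 s compound preincubation. Loss of the dopamine response indicates antagonism.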
# RGS4 inhibitor: Inhibitors of Regulator of G Protein Signaling (RGS) 4: qHTS | Regulator of G-protein signaling 4 (Homo sapiens), P49798 | Transcreener GDP fluorescence polarization, RGS4-accelerated GTP hydrolysis | Potency, µM (highest dose often 114 µM), inactives show at the highest dose activity change, negative = inhibition, usual class: inhibitors | hit rate 0.039% among 390,000 | AID 504845, 2011; also: potency is read from the fitted curve at half-maximal effect; % is scaled to controls: 0 for no effect and ±100 for the full control effect; nearly all actives have a fitted effect of over 75% in size; some results filed as inactive show a strong effect at the top dose
# Target sequence (P49798 whole entry, looked up): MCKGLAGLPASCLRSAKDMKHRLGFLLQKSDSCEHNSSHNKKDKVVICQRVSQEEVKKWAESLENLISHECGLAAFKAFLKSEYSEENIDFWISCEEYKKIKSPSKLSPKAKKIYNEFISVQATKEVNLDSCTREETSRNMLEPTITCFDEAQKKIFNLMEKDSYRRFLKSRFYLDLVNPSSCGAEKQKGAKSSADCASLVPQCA
#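 MLSMR compounds (23 nl, pin-transferred) preincubated 10 min at room temperature with a 500nM (2x) first reagent, then RGS4 at 900nM (2x) plus Transcreener GDP mix added; fluorescence polarization (620/688 nm) read before and after 90 min at 30 °C.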
# * = called active by the depositor; ? = inconclusive; nt = not tested or not shown; [ ] = another dose, or the depositor's remark. Unless noted, calls follow the shape of the dose curve; as a rule, active = well fitted curve in the direction sought with a large enough effect; inconclusive = small, poorly fitted or top-dose-only effect, or another doubt; inactive = no such curve, though single readings can be large; an effect the other way counts as inactive or inconclusive.
cpd | SMILES | ERG-DNA inh | D2 ag | Vif-A3G inh | Vif-A3F inh | RGS4 inhibitor
1 | Nc1sccc1C(=O)c1ccccc1 | 1% | 0.8 | 1% | -6% | -41%
2 | CCc1nc2ccc(C(=O)NCCCn3ccnc3)cn2c1N(C)Cc1ccc(Cl)cc1 | nt | nt | -2% | nt | nt
3 | CCOC(=O)Cc1csc(NC(=O)Cc2ccc([N+](=O)[O-])cc2)n1 | -4% | 0.0 | -1% | 0% | 23%
4 | COc1ccc(CCn2c(C)cc(C(=O)CCl)c2C)cc1OC | -6% | -1.7 | ? | -3% | 15%
5 | O=C(CCSc1ccccc1)Nc1nc2c(s1)COc1ccccc1-2 | -2% | -0.8 | -12% | ? | -6%
6 | COC(=O)C1=C(C)N(C)C(C)=C(C(=O)OC)C1c1ccc(C(=O)OC)cc1 | 10% | -0.5 | -5% | -3% | 2%
7 | O=C(COC(=O)CCc1nc2ccccc2c(=O)[nH]1)NCc1ccc(F)cc1 | -11% | -0.1 | -1% | -28% | -24%
8 | O=C(CNC(=O)c1ccc(C(F)(F)F)cc1)NC1CC1 | -3% | nt | 4% | -8% | 4%
9 | CCN(C[C@H]1N[C@@](CC)(C(=O)OC)[C@H]2C(=O)N(Cc3ccccc3)C(=O)[C@@H]12)C(=O)c1ccccc1 | 2% | nt | 0% | 5% | -15%
10 | N#C/C(=C\c1ccc(Sc2ccccc2)o1)c1nc2ccccc2[nH]1 | 4% | 4.6 | ? | ? | 4%
11 | CN(C)/C=N/c1ncn(-c2ncc(C(F)(F)F)cc2Cl)n1 | 11% | -0.3 | 1% | 6% | 4%
12 | COc1ccc(C(=O)CN2CCN(S(=O)(=O)c3ccc(F)cc3)CC2)cc1 | 3% | -0.4 | 7% | -2% | -43%

cpd | LDHA block | GRP78 ERSR act | D2 antagonist | ALOX12 inh
1 | 1 | -1% | 16 | 486%[activator]
2 | -8 | -6% | nt | -9%
3 | -9 | 4% | 7 | 6%
4 | -5 | -15% | -3 | -13%
5 | -2 | -4% | 10 | ?
6 | -6 | -2% | -3 | 0%
7 | -2 | -2% | 0 | 11%
8 | -9 | -1% | nt | -2%
9 | -4 | -3% | nt | -24%
10 | 1 | -7% | 5 | ?
11 | -1 | -7% | 6 | 0%
12 | 0 | -2% | nt | -14%

# Additional entries:
cpd | SMILES | ERG-DNA inh | D2 ag | Vif-A3G inh | Vif-A3F inh | RGS4 inhibitor
13 | COc1ccc(CCN(Cc2cc3cc(C)ccc3[nH]c2=O)C(C)=O)cc1OC | -6% | -1.8 | 3% | 1% | -1%
14 | COc1ccc(-c2c3c(=O)n(C)c(=O)n(C)c3c3n2-c2ccccc2NC3c2ccc(O)cc2O)cc1 (configuration not stated) | 1% | 0.3 | -6% | 1% | 15%
15 | COc1ccc(S(=O)(=O)N2C3CCC2CC(NC(=O)NC2CCCCC2)C3)cc1 (configuration not stated) | nt | -0.2 | 0% | -7% | 0%
16 | Cc1ccc(N2C(=O)CC3(CC4C=CC3C4)C2=O)cc1 (configuration not stated) | -1% | 0.8 | -1% | -7% | 1%
17 | CCCc1cc(=O)n2nc(N3CCC(C(=O)N4CCN(c5ccc(OC)cc5)CC4)CC3)sc2n1 | 2% | -2.2 | 5% | 5% | 14%
18 | COc1cc(NC(=O)CN(C)CCOc2ccccc2)c(C)cc1[N+](=O)[O-] | 13% | -0.2 | -4% | -1% | -20%
19 | O=c1ccn(Cc2ccccc2)cc1 | 4% | -0.1 | -3% | 9% | 9%
20 | COc1ccccc1N=c1oc2cc(O)ccc2cc1C(=O)NCC1CCCO1 (configuration not stated) | -6% | 0.7 | -6% | -1% | 9%
21 | O=C(NN1CC(C(=O)OCc2ccccc2F)CC1=O)c1ccccc1 (configuration not stated) | -4% | 1.0 | 3% | -2% | 3%
22 | CCN(C(=O)CN(C)Cc1cccc(Cl)c1Cl)c1c(N)n(Cc2ccccc2)c(=O)[nH]c1=O | -6% | 0.7 | 1% | -2% | -6%
23 | COc1cc(/C=C2\SC(=O)N(CCNC(=O)c3c(C)noc3C)C2=O)cc(OC)c1OC | 23% | nt | -7% | -4% | 23%
24 | Cc1ccc(S(=O)(=O)N2CCN(c3ccccc3)CC2)s1 | -1% | nt | 0% | -11% | -31%

cpd | LDHA block | GRP78 ERSR act | D2 antagonist | ALOX12 inh
13 | 1 | 0% | -13 | -1%
14 | 1 | -5% | nt | -20%
15 | -7 | 0% | -6 | 9%[57.4 µM]
16 | 1 | 1% | 19 | 1%
17 | 2 | -2% | 4 | ?
18 | -1 | -5% | -6 | 49%[activator]
19 | 0 | -3% | 11 | ?
20 | 14 | 4% | 36* | -8%
21 | -3 | -5% | -13 | 0%
22 | -5 | -2% | 20 | -17%
23 | 2 | -3% | nt | -20%
24 | 1 | -3% | nt | -1%

# Further structures follow:
cpd | SMILES | ERG-DNA inh | D2 ag | Vif-A3G inh | Vif-A3F inh | RGS4 inhibitor
25 | C/C(=N\N=C1/SC(CC(=O)O)C(=O)N1c1ccccc1)c1ccc(C)cc1 (configuration not stated) | 7% | -2.5 | -12% | -7% | 6%
26 | CN1N=C(C(=O)N2CCCC(C(=O)c3cccc(C(F)(F)F)c3)C2)CCC1=O (configuration not stated) | 20% | 0.6 | -2% | -16% | -12%
27 | Cc1cccc(-c2nc3ccccc3n2Cc2ccccc2)c1 | 3% | -1.2 | -4% | -28% | -9%
28 | Cc1c(/C=C(\C#N)c2nn(-c3ccccc3)c(N)c2C#N)c2ccccc2n1Cc1ccc(F)cc1 | 22% | 0.1 | -2% | ? | 0%

cpd | LDHA block | GRP78 ERSR act | D2 antagonist | ALOX12 inh
25 | -12 | 14% | 30* | 79%[activator]
26 | -8 | 5% | -14 | 2%
27 | 4 | -4% | nt | -14%
28 | -6 | -5% | 2 | -15%

# Some of the compounds tested (hit frequency here may not be typical).
